Bioassay records as filed in PubChem BioAssay.
ROMK mod – modulates human ROMK potassium channel activity. P48048. 2% of 130,000 active. Tet-inducible ROMK, thallium flux fluorescence; actives lie on both sides. B-score at 10 µM;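 active = signal ratio slope over the read window, or its plate-corrected B-score, at least 3 SD from the plate mean, either direction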;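 note: B-score of the F/F0 ratio slope over 7 to 12 s after thallium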
RAM network inh – blocks the yeast RAM network; S. cerevisiae dse1pr::URA3 reporter, 5-FOA growth OD615, 2 d; analog-sensitive cbk1-as2 kinase mutant strain; AID 868; inhibition, % at 50 µM; 1.8% of 190,000 active;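 active = inhibition above a set limit, 3 SD over mean compound inhibition, cut at about 8.4% in these data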;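 note: 0% = DMSO-only wells with no growth and 100% = 10 µM 1-NA-PP1 full growth; inhibition rescues growth on 5-FOA so higher OD means more RAM inhibition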
S1P3 antagonist – blocks the human S1P3 receptor | CHO S1P3 NFAT-BLA reporter, FRET fluorescence, antagonist mode | inhibition, % at 4.98 µM | AID 485 | 0.27% of 170,000 active | Q99500;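 active = inhibition above the plate cutoff, the mean inhibition of test wells on that plate plus 3 SD, cut at about 28% in these data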;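 note: cells challenged with S1P at its EC80 of 0.8 µM; blue over green emission ratio from cleaved BLA substrate after 4 h stimulation; 0% = S1P-stimulated wells and 100% = unstimulated DMSO-only wells; some compounds past the cut are filed as inactive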
STAT3 activator – STAT3 signaling activation; 0.91% of 190,000 active; U3A cells, IL-6 STAT3-luciferase reporter, luminescence; 100% = signal with IL-6 EC80 alone; activation (% of control), % at 5.6 µM; AID 871;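 active = activation above the screen-wide mean of compound activation plus 3 SD, cut at about 130% in these data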;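 note: 0% = background luminescence of wells with medium and substrate only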
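System – human U3A cells carrying STAT3-luciferase construct · Probe or stimulus – Interleukin-6, 33 ng/mL · Schedule – compound 1 h, then IL-6 6 h at 37 °C · Signal – luminescence from STAT3-driven luciferase reporter · Evaluation – percent of IL-6-only median luminescence · Benchmarks – IL-6-only high control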
STAT3 blocker – STAT3 signaling inhibition; AID 862; U3A cells, IL-6 STAT3-luciferase reporter, luminescence; host cell line lacks STAT1; 0.89% of 190,000 active; inhibition, % at 5.5 µM;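 active = inhibition above the mean inhibition across all screened compounds plus 3 SD, cut at about 44% in these data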;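 note: 0% = DMSO only wells and 100% = 100 µM nifuroxazide control wells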
STAT1 inh – reduces IFN-gamma driven STAT1 reporter signal; 0.35% of 200,000 active; inhibition, % at 5.5 µM; NIH 3T3 STAT1-luciferase reporter, luminescence;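 active = inhibition above a set limit, the mean inhibition across all tested compounds plus 3 SD, cut at about 34% in these data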;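 note: 0% = IFN-gamma with DMSO and 100% = IFN-gamma with 300 µM nifuroxazide; values of inactives mirror those of a sister screen read the other way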
PPARg SRC-3 ag – agonists of human PPARgamma SRC-3 coactivator recruitment; biochemical PPARgamma/SRC-3 coactivator recruitment assay; P37231; 0.26% of 200,000 active; activation, % at 8 µM; in the data active = activation above about 23%;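 note: 0% = DMSO and 100% = reference agonist; some compounds past the cut are filed as inactive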
TLR4-MyD88 BLA – inhibitors of human TLR4-MyD88 binding | AID 861 | HeLa CL3-4 TLR4/MyD88 BLA complementation, FRET ratio | inhibition, % at 8.4 µM | 0.18% of 200,000 active | O00206+Q99836; in the data active = inhibition above about 25%;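 note: 0% = vehicle and 100% = reference inhibitor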
Target sequence (O00206 whole entry, looked up): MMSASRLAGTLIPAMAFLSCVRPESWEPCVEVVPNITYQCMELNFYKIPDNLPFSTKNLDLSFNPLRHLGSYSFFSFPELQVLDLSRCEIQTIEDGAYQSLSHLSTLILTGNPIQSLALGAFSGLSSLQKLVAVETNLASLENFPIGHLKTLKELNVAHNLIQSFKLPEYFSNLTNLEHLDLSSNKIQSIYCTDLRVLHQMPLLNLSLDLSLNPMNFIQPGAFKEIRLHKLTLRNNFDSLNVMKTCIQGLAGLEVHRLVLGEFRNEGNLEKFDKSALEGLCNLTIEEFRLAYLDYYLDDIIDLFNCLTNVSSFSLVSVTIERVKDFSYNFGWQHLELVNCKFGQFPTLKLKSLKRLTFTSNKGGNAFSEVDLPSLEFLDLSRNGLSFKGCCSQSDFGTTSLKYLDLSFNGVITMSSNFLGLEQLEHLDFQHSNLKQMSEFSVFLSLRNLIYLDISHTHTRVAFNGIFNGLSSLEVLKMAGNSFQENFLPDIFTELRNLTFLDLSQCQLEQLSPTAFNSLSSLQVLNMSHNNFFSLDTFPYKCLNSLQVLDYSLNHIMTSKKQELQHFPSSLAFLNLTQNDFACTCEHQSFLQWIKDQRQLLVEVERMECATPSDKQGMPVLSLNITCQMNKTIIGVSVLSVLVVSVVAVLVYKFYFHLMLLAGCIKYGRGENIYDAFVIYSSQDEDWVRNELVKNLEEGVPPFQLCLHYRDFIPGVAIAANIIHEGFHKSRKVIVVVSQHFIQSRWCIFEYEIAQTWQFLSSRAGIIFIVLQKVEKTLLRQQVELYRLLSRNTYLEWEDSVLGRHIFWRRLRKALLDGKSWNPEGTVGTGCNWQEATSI
Target sequence (Q99836 whole entry, looked up): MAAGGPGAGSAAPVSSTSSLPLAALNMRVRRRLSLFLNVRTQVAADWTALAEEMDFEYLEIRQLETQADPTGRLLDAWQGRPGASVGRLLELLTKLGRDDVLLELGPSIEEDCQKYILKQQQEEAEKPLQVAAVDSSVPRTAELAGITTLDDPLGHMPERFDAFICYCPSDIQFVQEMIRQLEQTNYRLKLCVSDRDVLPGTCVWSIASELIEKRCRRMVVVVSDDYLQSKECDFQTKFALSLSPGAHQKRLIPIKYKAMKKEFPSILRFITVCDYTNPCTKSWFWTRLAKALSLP
PPARg SRC2 recr – promotes SRC-2 coactivator recruitment by human PPARgamma; PPARgamma LBD-SRC-2 recruitment, biochemical; 0.34% of 200,000 active; activation, % at 8 µM; P37231; AID 1032; in the data active = activation above about 22%;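 note: 0% = vehicle and 100% = reference agonist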
SRC2 TRFRET art – TR-FRET artefact, counter-screen to PPARgamma/SRC-2 agonist assay; hits give high values; TR-FRET ratio at 8 µM; 0.4% of 200,000 active; in the data active = TR-FRET ratio above about 2000; note: inactives centre near 1500
PPARg SRC-1 ag – PPARgamma-driven SRC-1 recruitment agonism | PPARgamma-SRC-1 coactivator recruitment biochemical assay | activation, % at 8 µM | 0.41% of 200,000 active | AID 631; in the data active = activation above about 19%;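 note: 0% = DMSO and 100% = reference agonist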
Starred values were filed as active, the others as inactive; . = no result given.

SMILES	ROMK mod	RAM network inh	S1P3 antagonist	STAT3 activator	STAT3 blocker	STAT1 inh	PPARg SRC-3 ag	TLR4-MyD88 BLA	PPARg SRC2 recr	SRC2 TRFRET art	PPARg SRC-1 ag
COc1cc(NC(=O)CCC2CCCC2)cc(-n2cnnn2)c1	-0.0755	3.1	4.7	91.8	13.2	5.5	3.6	-3.7	4.0	1682	8.4
Cc1ccc(-n2nnc3c(=O)n(CC(=O)OCc4ccccc4)cnc32)cc1	.	0.2	-15.8	101.9	2.9	1.6	9.3	-1.6	10.0	1578	3.1
CCSc1ccc(C(=O)Nc2ccc(Br)cn2)cc1[N+](=O)[O-]	-0.0156	2.6	-3.5	86.7	18.2	6.3	-3.7	0.5	3.8	1551	3.4
O=C1c2ccccc2C(=O)N1OCc1ccc(Cl)cc1	0.448	-1.1	.	120.5	-24.4	-6.5	2.9	5.1	1.5	1703	5.3
O=C(COC(=O)c1cnc(Cl)c(Cl)c1)NCc1cccs1	-0.0823	0.8	14.2	106.2	-8.1	1.2	-1.3	6.9	2.7	1474	1.8
COc1ccc(-c2cn3cccc(C)c3n2)cc1Br	0.875	0.8	14.5	105.9	-4.3	-81.1	0.5	-4.9	-1.9	1732	1.6
O=C(Cn1c(=O)sc2ccccc21)OC(CCl)CCl	.	-0.8	.	103.3	-0.8	-5.9	1.8	-15.7	1.3	1651	0.3
CCC1CCCCN1C(=O)Nc1cccc(NC(=O)N2CCCCC2CC)c1 (stereo unspecified)	.	0.5	1.2	98.0	6.1	-0.8	-2.4	-8.4	0.5	1470	5.0
O=C(c1cc(F)ccc1F)C1CCCN(C(=O)CCc2cnccn2)C1 (stereo unspecified)	0.557	-1.2	-1.4	103.0	-1.2	0.5	-1.1	3.7	-1.7	1476	-0.9
Cc1csc(NC(=O)Nc2cccc(Cl)c2)n1	-0.0512	1.9	15.0	107.6	-5.2	-36.9	-4.2	-7.9	2.1	1485	3.6
CCC(C)Sc1nc2ccccc2c(=O)[nH]1 (stereo unspecified)	.	0.8	.	101.2	2.4	-3.1	-0.1	5.9	-6.1	1542	-4.5
COc1ccc(S(=O)(=O)N(CC(=O)NCc2cccnc2)c2ccc(F)cc2)cc1OC	-0.0891	0.8	-17.0	98.5	0.3	7.5	2.1	9.8	12.6	1442	4.9
CC1CCCCN1C(=O)c1ccccc1OC1CCN(S(C)(=O)=O)CC1 (stereo unspecified)	1.18	-2.2	-10.0	107.8	-4.2	-14.2	-4.4	-1.4	-3.9	1578	-3.3
COc1ccc(-c2[nH]c(-c3ccccc3)nc2SCC(=O)NC2CCCC2)cc1	-0.364	0.8	-3.7	102.1	-2.5	-1.7	5.9	-1.8	11.8	1539	-0.5
COc1ccccc1CN1C(=O)CN(C2CCCCCC2)C(=O)C1c1ccc(F)cc1 (stereo unspecified)	.	1.3	.	102.5	8.4	1.7	8.5	7.1	6.6	1711	-3.2
C=CCNC(=S)NNC(=O)c1ccncc1	0.163	2.1	-0.2	103.8	-2.6	-1.1	-0.1	-5.2	1.3	1649	5.0
Cc1cc(C)n2cc(CSc3nc4ccccc4s3)nc2n1	-0.147	-0.6	0.6	109.9	-9.5	-25.7	-2.6	9.8	-2.5	1635	4.6
Cc1ccc(NC(=O)Cc2ccc3c(c2)CCCC3)cc1C	.	3.3	.	102.2	6.9	8.9	-0.3	2.6	5.7	1598	1.5
O=C(Nn1cnc2ccccc2c1=O)c1ccc([N+](=O)[O-])cc1	0.0543	2.1	0.8	95.5	10.5	8.3	0.8	0.8	-3.3	1448	11.7
Cc1cc(C(=O)N/N=C/c2cccc([N+](=O)[O-])c2)c(C)o1	.	2.8	.	88.6	16.0	-3.9	10.1	-5.1	5.6	1632	11.2
CC1COC(C)(CC(=O)NN2C(=O)c3ccccc3C2=O)O1 (stereo unspecified)	0.868	0.5	-11.5	103.1	-1.3	3.0	4.6	-1.6	11.5	1717	3.0
COc1ccc(CCNC(=S)Nc2ccc(OC)cc2)cc1	-0.0117	0.6	7.9	98.5	4.4	2.1	-2.3	-1.2	-5.2	1490	-4.2
CC1=C(C(=O)OCC2CCCO2)C(c2ccc(C)cc2)C2=C(CCCC2=O)N1 (stereo unspecified)	-0.656	0.2	-28.1	97.2	8.7	-5.1	2.0	-7.1	13.5	1696	3.6
COC(=O)c1ccccc1NC(=S)NC(=O)COc1ccc(C(C)C)cc1	0.283	9.2*	3.4	101.7	1.9	-6.3	-1.0	-0.2	-5.4	1467	-1.4
N#CC(C#N)=C(N)CSc1cccc[n+]1[O-]	1.21	-0.7	-6.3	107.9	-4.1	-2.7	1.6	-7.0	4.6	1581	-3.2
CC(C)c1ccc(NC(=O)c2ccc(NS(C)(=O)=O)cc2)cc1	0.273	2.9	-12.9	79.0	26.8	-16.0	3.0	-3.2	-1.8	1742	4.5
O=C1c2ccccc2-c2nccnc21	.	0.7	32.1	101.7	2.1	-7.4	5.8	-1.8	-0.6	1556	6.4
CCCCNC(=O)C(=O)N/N=C/c1ccc(OCc2ccccc2)cc1	-0.844	2.5	-5.2	102.6	2.7	-0.1	4.0	-8.9	-0.8	1646	12.1
Cc1cccc(NC(=O)C2CCCN(S(=O)(=O)c3cccc4nonc34)C2)c1 (stereo unspecified)	-0.546	3.3	-2.4	104.0	-3.2	-1.9	1.1	6.5	10.5	1727	10.1
COC(=O)c1ccc(C(C(=O)NCc2ccccc2)N(Cc2cccs2)C(=O)c2cnccn2)cc1 (stereo unspecified)	.	2.0	.	104.6	0.2	-2.7	3.3	1.4	-0.6	1460	4.4
COc1ccccc1NC(=O)c1ccc(-c2nn(C)c(=O)c3ccccc23)cc1	-0.851	1.7	-10.6	81.9	27.2	0.2	8.0	12.8	3.1	1438	10.9
CC(=O)N1CCN=C1SCc1ccc(F)cc1	.	1.4	-1.1	93.5	16.1	-1.9	-2.1	3.0	-5.0	1577	6.5
COc1ccc(N(CC(=O)NCc2cccs2)S(=O)(=O)c2c(C)n[nH]c2C)cc1	.	1.6	-14.4	103.8	2.9	-8.1	15.1	-0.9	-6.1	1453	3.2
COc1ccc(NC(=O)Nc2cccc(F)c2)c(OC)c1	-0.0331	1.1	-1.8	94.0	15.4	-16.9	4.4	2.9	-2.6	1447	9.0
COc1ccccc1NC1SC(=O)N(c2ccccc2)C1=O (stereo unspecified)	0.703	1.4	-5.7	109.4	-8.0	2.2	-11.0	4.6	-8.9	1533	2.7
CCN1C(=O)c2ccccc2Sc2ccc(C(=O)NCCCN3CCOCC3)cc21	0.148	-1.5	3.6	107.0	-1.7	-1.2	2.6	0.7	4.5	1584	-0.8
CCC1CCC2(CC1)NNC(=S)NN2	0.386	0.3	.	99.9	-1.5	8.4	-10.3	-6.4	3.2	1364	-0.1
CC1=NC(=O)C(N=Nc2cccc3ccccc23)N1c1ccccc1 (stereo unspecified)	0.195	.	.	158.8*	-67.5	4.4	4.6	12.1	6.4	1602	4.2
CCN(Cc1ccccc1)S(=O)(=O)c1ccc2c(c1)NC(=O)CC(=O)N2	0.351	2.2	-12.3	100.7	6.2	16.3	2.8	-4.2	1.3	1494	-0.5
CCOC(=O)N1CCN(C(=O)COc2ccc(S(=O)(=O)NC3CCCCC3)cc2C)CC1	-0.457	-0.3	-16.2	84.6	21.3	16.3	-7.3	-5.2	12.9	1521	0.1
C=CCOc1c(CNc2ccc(C(=O)O)cc2)cccc1OCC	.	2.6	.	108.6	-10.4	-15.0	-0.5	4.7	-7.6	1451	1.6
O=C(NN=C(Cc1ccccc1)Cc1ccccc1)c1ccc(F)cc1	-1.26	1.4	0.7	100.8	3.0	-12.2	1.7	-2.0	0.5	1463	0.5
CC(=O)Nc1ccc(S(=O)(=O)NC2(C(F)(F)F)C(=O)Nc3c2c(=O)[nH]c(=O)n3Cc2ccccc2)cc1 (stereo unspecified)	0.381	-0.4	8.9	101.2	-2.5	-8.7	2.3	3.5	-12.5	1347	2.6
Clc1cccc(-c2nc(NCc3cccnc3)c3ccccc3n2)c1	.	1.0	.	109.0	-6.1	-3.9	4.0	3.2	3.2	1603	-3.4
CC1CN(CCCOc2ccccc2[N+](=O)[O-])CC(C)O1 (stereo unspecified)	-0.173	0.9	.	97.7	9.2	-0.2	3.7	10.7	2.9	1639	3.6
COc1ccc(C2C(C(=O)NCc3cccnc3)c3cc(OC)c(OC)cc3C(=O)N2C)cc1 (stereo unspecified)	1.85	0.6	.	100.3	5.3	5.1	-9.9	-2.8	-0.1	1679	2.2
O=C(CCN1CCCC1)Nc1ccc(Br)cc1	.	0.5	.	105.8	-3.1	-5.7	10.2	-0.8	1.2	1434	-0.6
COc1ccc(CCN(C)c2ncnc3sccc23)cc1OC	-0.126	1.1	-19.6	75.0	35.8	6.4	7.3	-3.4	6.8	1382	3.0
COc1ccccc1-c1cc(C(F)(F)F)c(C#N)c(=O)[nH]1	0.634	3.8	-13.0	103.5	5.5	6.1	6.5	-2.8	0.6	1513	-2.2
COC(=O)c1sc2nc(CN3CCOCC3)nc(N3CCOCC3)c2c1C	.	3.8	0.5	89.8	18.3	8.0	1.4	11.2	7.8	1625	3.3

Entries of single compounds, quoted from the list. Values in the order: ROMK mod | RAM network inh | S1P3 antagonist | STAT3 activator | STAT3 blocker | STAT1 inh | PPARg SRC-3 ag | TLR4-MyD88 BLA | PPARg SRC2 recr | SRC2 TRFRET art | PPARg SRC-1 ag
Shown for C=CCNC(=S)NNC(=O)c1ccncc1 = 0.163 | 2.1 | -0.2 | 103.8 | -2.6 | -1.1 | -0.1 | -5.2 | 1.3 | 1649 | 5.0
Shown for O=C1c2ccccc2C(=O)N1OCc1ccc(Cl)cc1 = 0.448 | -1.1 | . | 120.5 | -24.4 | -6.5 | 2.9 | 5.1 | 1.5 | 1703 | 5.3
Shown for COc1ccc(-c2[nH]c(-c3ccccc3)nc2SCC(=O)NC2CCCC2)cc1 = -0.364 | 0.8 | -3.7 | 102.1 | -2.5 | -1.7 | 5.9 | -1.8 | 11.8 | 1539 | -0.5

Next results
SMILES	ROMK mod	RAM network inh	S1P3 antagonist	STAT3 activator	STAT3 blocker	STAT1 inh	PPARg SRC-3 ag	TLR4-MyD88 BLA	PPARg SRC2 recr	SRC2 TRFRET art	PPARg SRC-1 ag
Cc1cc(C)nc(SCc2nnc(SCC(=O)Nc3ccc(C)c(C)c3)o2)n1	-0.234	-0.1	-16.0	102.6	3.4	2.3	-3.1	1.6	-0.7	1457	-1.4
CCOC(=O)c1cccc(NC(=O)c2ccco2)c1	-0.283	-0.9	29.1	90.4	15.8	-13.4	-0.1	-1.0	0.2	1696	-0.1
COc1ccc(CC(=O)NCC2COc3ccccc3O2)cc1 (stereo unspecified)	-0.214	0.8	-6.4	96.4	9.4	-3.9	-0.6	1.2	5.3	1632	7.5
Cc1ccccc1N1C(=O)c2cccc([N+](=O)[O-])c2C1=O	-0.168	-1.1	-3.5	104.3	-1.5	-2.4	0.0	3.5	-11.9	1516	-8.3
CCOC(=O)CSC1=C(C#N)C(=O)NC(c2ccc(OC)c(OC)c2)S1 (stereo unspecified)	1.39	1.4	.	102.5	4.7	-5.8	8.2	-5.7	6.2	1564	1.0

Rows are unselected; about 5.6% have a hit in one of these screens.
